Screening data deposited in PubChem BioAssay by several laboratories.
Scp1 inh: Scp-1 (human) phosphatase inhibition. Q9GZU7. Recombinant Scp1, phosphopeptide, malachite green phosphate absorbance. inhibition, % at 20 µM. 0.88% of 340,000 active;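 active means inhibition above about 50% at 20 µM, limit read from the data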;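 further: plate controls were DMSO wells with enzyme for no effect and wells lacking enzyme for full effect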
Target sequence (Q9GZU7 76-261 limits assumed): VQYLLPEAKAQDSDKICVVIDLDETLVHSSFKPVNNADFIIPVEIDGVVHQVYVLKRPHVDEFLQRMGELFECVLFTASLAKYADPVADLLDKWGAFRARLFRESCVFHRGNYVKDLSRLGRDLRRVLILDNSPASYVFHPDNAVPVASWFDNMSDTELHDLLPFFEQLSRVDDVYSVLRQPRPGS
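Times: enzyme reaction 45 min at room temperature, colour 5 min, stabilisation 30 min. Material: SCP-1 catalytic fragment, aa 76-261. Medium: Acidic Tris acetate buffer with magnesium and detergent. Signal: colorimetric free-phosphate detection, absorbance 630 nm. Read-out basis: % inhibition of SCP-1 phosphate liberation. Reagent: Phosphorylated 17-residue peptide substrate.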
LMPTP block: LMPTP (human) inhibition; recombinant LMPTP-A, OMFP fluorogenic substrate, fluorescence intensity; inhibition, % at 20 µM; 0.22% of 360,000 active;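 active means compounds that cut the enzyme signal by at least half of the control window in the single-dose screen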;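 further: plate controls were DMSO wells with enzyme plus substrate for no effect and substrate without enzyme for full effect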
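Assay system: LMPTP-A phosphatase enzyme | Input: 0.625 nM enzyme | Also added: Fluorogenic phosphatase substrate OMFP at 400 µM final | Compound dosing: One test concentration per compound, 20 µM, with 3% DMSO overall | Schedule: 50 min enzyme reaction at room temperature, protected from light | Signal: Fluorescence intensity | Benchmarks: no-enzyme and uninhibited controls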
NadD inh: NadD (S. aureus) enzyme inhibition; purified NadD enzyme, colorimetric absorbance read-out; 0.78% of 360,000 active; AID 602399; inhibition, % at 20 µM; in the data active means inhibition above about 26%; further: some compounds past the cut are filed as inactive
SUMO1 PPI mod: SUMO1-SIM interaction modulation; AID 602429; inhibition, % at 20 µM; SUMO1 binding to a labelled peptide, TR-FRET, 1 h; 0.33% of 360,000 active; P63165; in the data active means inhibition above about 37%
STEP inh: STEP (human) phosphatase inhibition | P54829 | recombinant STEP, OMFP fluorogenic substrate, fluorescence | inhibition, % at 20 µM | 0.25% of 360,000 active | AID 588621;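 active means inhibition at 20 µM, scaled per plate between control wells, above about 37%, limit read from the data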;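 further: 0% = DMSO with enzyme and substrate and 100% = substrate only without enzyme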
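Assay system: isolated STEP enzyme / Timing: 20 min at room temperature, dark / Doses: 20 µM, 1% DMSO / Technique: fluorescence intensity, excitation 480 nm, emission 540 nm / Reagent: fluorogenic phosphatase substrate OMFP at 25 µM final / Measure: percent inhibition scaled to no-enzyme and uninhibited-enzyme controls, plate-pattern corrected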
Neddylation inh: blocks human cullin neddylation; TR-FRET cullin neddylation, biochemical; calls only at 25 µM; P61081+Q13564; 0.58% of 360,000 active; AID 651699; in the data active means inhibition above about 36%
DNMT1 inh: inhibitors of human DNMT1; P26358; DNMT1 molecular beacon, Hinp1I cleavage, fluorescence; inhibition (reported as % activation of signal), % at 10 µM; 0.83% of 360,000 active; AID 588458; in the data active means inhibition above about 50%
TbMetRS inhib: Trypanosoma brucei MetRS inhibition | purified T. brucei MetRS, ATP depletion, Kinase-Glo luminescence | inhibition, % at 11.9 µM | 0.4% of 360,000 active | AID 624268;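 active means inhibition above a per-plate cutoff of the control wells' mean inhibition plus 3 SD, cut at about 5.5% in these data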;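 further: 0% = DMSO wells median and 100% = median of wells with control inhibitor compound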
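Material: T. brucei methionyl-tRNA synthetase, purified; reagent: substrates ATP, L-methionine and bulk Escherichia coli tRNA; dosing: 11.9 µM single point; timing: 15 min plus 2 h at 25 °C; detection: luminescence of leftover ATP; evaluation: % inhibition; control set: DMSO-only wells as low control; replicates: singlicate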
CendR NRP1 mod: modulators of CendR peptide binding to human neuropilin-1; 0.85% of 360,000 active; O14786; FAM-RPARPAR peptide binding to NRP-1, fluorescence polarization; AID 602438; inhibition, % at 25 µM;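 active means inhibition or corrected inhibition above about 18%, plus a signal ratio from 0.5 to 1.5, limit read from the data, passing the limit was not always enough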; further: strong numbers were not always called active
Target sequence (O14786 whole entry, looked up): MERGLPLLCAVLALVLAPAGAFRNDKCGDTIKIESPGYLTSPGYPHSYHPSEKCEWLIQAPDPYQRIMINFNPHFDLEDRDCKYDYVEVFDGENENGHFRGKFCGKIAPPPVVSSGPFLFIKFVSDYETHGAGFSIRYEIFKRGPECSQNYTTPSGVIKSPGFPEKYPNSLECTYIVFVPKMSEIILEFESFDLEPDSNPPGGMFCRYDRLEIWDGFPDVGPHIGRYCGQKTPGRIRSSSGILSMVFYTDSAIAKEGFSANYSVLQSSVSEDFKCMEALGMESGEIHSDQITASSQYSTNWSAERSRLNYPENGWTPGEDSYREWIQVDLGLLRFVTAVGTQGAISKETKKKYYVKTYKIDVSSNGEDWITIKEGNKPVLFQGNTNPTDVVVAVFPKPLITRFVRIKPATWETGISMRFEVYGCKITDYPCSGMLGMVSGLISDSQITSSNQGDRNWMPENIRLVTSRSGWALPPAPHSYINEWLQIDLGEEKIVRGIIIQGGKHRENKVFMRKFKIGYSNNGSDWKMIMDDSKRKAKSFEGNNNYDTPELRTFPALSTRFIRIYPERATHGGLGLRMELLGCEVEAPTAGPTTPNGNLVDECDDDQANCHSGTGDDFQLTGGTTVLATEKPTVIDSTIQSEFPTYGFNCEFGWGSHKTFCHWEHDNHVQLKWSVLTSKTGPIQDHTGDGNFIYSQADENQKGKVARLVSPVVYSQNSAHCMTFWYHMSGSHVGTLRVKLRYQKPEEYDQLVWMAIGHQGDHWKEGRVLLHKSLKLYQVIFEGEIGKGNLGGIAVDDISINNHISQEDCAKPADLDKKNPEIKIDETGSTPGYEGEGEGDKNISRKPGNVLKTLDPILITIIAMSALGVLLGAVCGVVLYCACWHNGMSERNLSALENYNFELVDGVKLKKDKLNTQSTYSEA
SKN-1 block: blocks SKN-1 activity in C. elegans. C. elegans VP596 Pgst-4::GFP/RFP ratio, acrylamide-induced, 24 h. inhibition, % at 21.8 µM. 0.49% of 360,000 active;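 active means interference check ratio from 0.5 to 1.5 plus GFP to RFP signal ratio inhibition reaching or exceeding a fixed threshold, cut at about 30% in these data, passing the limit was not always enough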; further: some compounds called inactive have numbers as strong as hits
* = called active by the depositor; i = inactive; . = no result given.

SMILES	Scp1 inh	LMPTP block	NadD inh	SUMO1 PPI mod	STEP inh	Neddylation inh	DNMT1 inh	TbMetRS inhib	CendR NRP1 mod	SKN-1 block
Cc1ccc(/C=C/C(=O)OCC(=O)N2CC(=O)Nc3ccccc32)o1	5	-0.2	-3	-11	-2	i	5	-1.0	-30	-12
CCOC(=O)c1c(NC(=O)CC2SC(=NC)N(C)C2=O)sc(C)c1C (centres undefined)	-7	0.3	1	-6	1	i	-4	-0.6	-21	9
CC(C)CC(CO)N1CCN(C(=O)c2cccc(C(F)(F)F)c2)CCC1=O (centres undefined)	-10	-2.0	-4	0	-2	i	6	-0.1	-6	0
OCC1OC(Oc2c(Br)cc(Br)cc2Br)C(O)C(O)C1O (centres undefined)	-13	-3.8	-1	14	-1	i	1	-0.9	-5	7
COc1ccc(NC(=S)N(CCN(C)C)Cc2cccs2)cc1	-1	-1.1	-6	1	2	i	3	-0.3	6	-5
CCc1ccc(OCc2ccc(C(=O)OC)o2)cc1	5	1.2	-4	6	1	i	2	-1.7	16	-4
COc1ccc(C(=O)n2cc(C(=O)c3cc(C)ccc3O)cn2)cc1	-4	-0.9	-2	4	-2	i	-3	-0.5	0	8
O=C(O)C1CC=CCC1C(=O)NC1CCCCC1 (centres undefined)	-7	0.6	-4	0	0	i	0	-0.1	13	-2
CCSc1nnc(NC(=O)/C=C/c2ccco2)s1	-3	1.7	10	1	-2	i	11	-0.5	-41	3
COc1ccc(CN2CCCC(CNC(=O)c3ccc(F)cc3)C2)c(F)c1 (centres undefined)	-4	0.8	-2	3	2	i	4	-0.2	10	1
Cc1ccccc1-c1nc(CN2CCC(C(=O)NCc3cccs3)CC2)c(C)o1	0	-0.2	-3	0	0	i	-2	-0.8	-3	1
COc1ccc(N(CC(=O)NC2CCCCCCC2)S(=O)(=O)c2c(C)nn(C)c2C)cc1	-12	-0.2	11	-3	-2	i	2	-0.5	-2	-1
OCCC1CN(Cc2cccc(-n3cccn3)c2)CCN1Cc1ccccc1 (centres undefined)	-7	1.1	-2	-4	-1	i	-2	0.7	-2	-2
CCOc1ccccc1NC(=O)Cn1nnc(-c2ccc(OCC)c(OCC)c2)n1	-6	1.2	-8	2	-2	i	7	-1.3	2	13
Cc1nc2cc(NC(=O)N(C)c3ccc4ccccc4c3)ccc2o1	-4	-0.1	0	-2	0	i	-4	-0.3	-4	15
COc1cccc(C(=O)Nc2cc(C(F)(F)F)ccc2Cl)c1	-9	1.0	-8	-4	2	i	6	-1.0	10	4
O=C(Nc1ccc(F)cc1F)C1CCN(C(=O)c2ccc(Br)cc2)CC1	-1	-0.5	-1	-5	1	i	1	-1.4	10	4
CCCCCCn1c(CN2CCCCC2CC)nc2c1c(=O)n(C)c(=O)n2C (centres undefined)	13	-0.3	2	0	-3	i	6	-1.4	-5	0
CCn1c(CNC(=O)c2ccc(OC)c(OC)c2)nnc1SCC(=O)Nc1ccc(OC)cc1	-7	-0.7	-5	0	-2	i	-1	0.0	3	18
CS/C(=C\[N+](=O)[O-])Nc1ccc(Cl)cc1	10	0.0	-4	1	-2	i	-1	0.2	14	-7

Compounds above containing bromine:
SMILES	Scp1 inh	LMPTP block	NadD inh	SUMO1 PPI mod	STEP inh	Neddylation inh	DNMT1 inh	TbMetRS inhib	CendR NRP1 mod	SKN-1 block
OCC1OC(Oc2c(Br)cc(Br)cc2Br)C(O)C(O)C1O (centres undefined)	-13	-3.8	-1	14	-1	i	1	-0.9	-5	7
O=C(Nc1ccc(F)cc1F)C1CCN(C(=O)c2ccc(Br)cc2)CC1	-1	-0.5	-1	-5	1	i	1	-1.4	10	4

The list goes on.
SMILES	Scp1 inh	LMPTP block	NadD inh	SUMO1 PPI mod	STEP inh	Neddylation inh	DNMT1 inh	TbMetRS inhib	CendR NRP1 mod	SKN-1 block
C=CCN=C1CC(C)(C)C(C(=O)OC)C(O)=C1C(=O)CCC (centres undefined)	-7	-0.5	-11	2	-2	i	3	-0.4	-1	0
CN(C)CCCCOc1ccc(F)cc1	-6	0.1	-3	-2	10	i	0	-0.6	11	-1
COc1ccc(-c2csc3nc(C)nc(N4CCCCC4)c23)cc1OC	-2	0.7	-2	2	-2	i	-35	-1.1	-8	6
CCOC(=O)C(C)Sc1ncc(-c2ccc(Cl)cc2)cn1 (centres undefined)	-11	0.9	-7	0	0	i	-2	-0.4	-1	7
C/C(=N\NS(=O)(=O)c1ccccc1)c1cc(Cl)cc(Cl)c1O	-4	-0.9	-5	5	-4	i	1	-0.2	-2	3
Cc1ccc2nc(Nc3nc(C)cc(-c4ccccc4)n3)[nH]c(=O)c2c1	3	1.1	2	16	1	i	22	-0.3	-14	-2
CC(OC(=O)c1ccc(NC(=O)CC#N)cc1)C(=O)Nc1nc(-c2ccccc2)cs1 (centres undefined)	-7	3.5	24	6	-2	i	-28	-0.4	-16	-13
COc1cccc(NC(=O)C2C3CCC4C(CCC32)C4(Cl)Cl)c1 (centres undefined)	-12	3.8	-8	2	0	i	1	0.1	2	13
CC1(C)OC(=O)C2=C(C[C@@H](C3CC3)O[C@@H]2C2CC2)O1	.	-0.9	6	2	.	i	.	-0.6	-7	2
COc1ccc(N2CCN(C(=O)CSc3nnc(COc4cccc5cccnc45)o3)CC2)cc1	-6	-1.3	5	-4	2	i	-3	-0.7	-8	8
Cc1cc(=O)[nH]c2nnnn12	-4	-2.3	2	-1	-3	i	2	-0.2	6	11
Cc1csc(NC(=O)c2ccc3ccccc3n2)n1	0	1.0	-6	-28	2	i	-1	-0.2	-1	11
O=C(Nc1ccccc1)c1ccc(Nc2c([N+](=O)[O-])cc([N+](=O)[O-])c3ccccc23)cc1	3	3.3	25	-21	1	i	2	-2.5	5	1
CN(CC(=O)NC1CC(C)(C)NC(C)(C)C1)S(=O)(=O)c1cc(Cl)ccc1Cl	-7	1.9	-5	6	-1	i	5	-0.4	8	0
CC(C)(C)c1cc(=O)n2[nH]c(N)nc2n1	-6	-1.2	1	3	1	i	2	-0.7	11	8
CC1CN(S(=O)(=O)c2cc(C(=O)NCCC3=CCCCC3)ccc2Cl)CC(C)O1 (centres undefined)	-5	0.8	-3	3	1	i	8	-0.1	-5	-2
CC1CCN(C(=O)CSc2nnc(-c3ccco3)n2N)CC1	.	0.3	0	-1	2	i	1	-0.3	-3	20
CCCCSc1nc(C)nc2c1c(=O)n(C)c(=O)n2C	-5	0.5	0	4	2	i	1	-0.7	-13	17
C/C(=C\C(=O)c1ccc(Br)cc1)NCc1ccc2c(c1)OCO2	-6	2.1	-3	-5	2	i	1	-0.3	3	4
CCc1ccc(Nc2ccc3nonc3c2[N+](=O)[O-])cc1	-4	-1.4	-1	-20	-1	i	1	-0.8	2	-13

Overlap with the part before: 3 compounds, then new ones.
SMILES	Scp1 inh	LMPTP block	NadD inh	SUMO1 PPI mod	STEP inh	Neddylation inh	DNMT1 inh	TbMetRS inhib	CendR NRP1 mod	SKN-1 block
CCCCSc1nc(C)nc2c1c(=O)n(C)c(=O)n2C	-5	0.5	0	4	2	i	1	-0.7	-13	17
C/C(=C\C(=O)c1ccc(Br)cc1)NCc1ccc2c(c1)OCO2	-6	2.1	-3	-5	2	i	1	-0.3	3	4
CCc1ccc(Nc2ccc3nonc3c2[N+](=O)[O-])cc1	-4	-1.4	-1	-20	-1	i	1	-0.8	2	-13
COc1cccc2c1OC[C@@H](CO)[C@H]2N(C)C(=O)Nc1ccccc1	-2	-0.5	3	0	-4	i	-1	-0.1	2	-5
Cc1ccc(-c2cc(C(=O)N/N=C/c3c(C)nn(-c4ccccc4)c3C)n[nH]2)s1	3	2.2	11	8	0	i	-7	-1.6	10	6
COc1ccc(C2=NOC(Cn3nc(C(=O)NCc4ccc(C)cc4)cc3-c3ccccc3)C2)cc1 (centres undefined)	-7	8.9	2	6	9	i	-7	-0.1	9	-3
Nc1sc2c(c1C(=O)NCCc1ccccc1)CCCC2	.	-0.4	.	-2	.	i	.	-0.5	-22	-7
CCc1ccc(C(C(=O)NCCOC)N(C(=O)Cn2nnc3ccccc32)c2cccnc2)cc1 (centres undefined)	2	-1.8	-1	-1	-1	i	-1	-0.9	-4	-14
CN(Cc1ccccc1)c1nc(-c2cccc([N+](=O)[O-])c2)nc2ccccc12	8	2.9	7	-2	4	i	0	1.2	-8	8
COc1ccc(-n2nnnc2SCC(=O)Nc2cccc(O)c2)cc1	-4	0.9	-8	7	-3	i	0	0.6	4	-9
CSc1ncccc1C(=O)NC1CCCCCC1	-11	0.0	5	0	-1	i	-2	-0.2	8	-5
Cc1nc(N2CCN(c3ccccn3)CC2)c2c(C)c(C(=O)N3CCN(c4ccc(F)cc4)CC3)sc2n1	-2	4.3	2	-33	2	i	0	-1.0	-2	6
CC1CCN(C(=O)Cn2cc(SCC(=O)NCC3CCCO3)c3ccccc32)CC1 (centres undefined)	-3	-1.8	-9	0	-2	i	1	-0.6	6	-3
CCOC(=O)CN(C)Cc1cn(C)nc1-c1ccc(Oc2ccccc2)cc1	-2	1.0	-6	3	2	i	-1	-0.5	2	10
O=c1[nH]c(-c2ccccc2)nc2sc(-c3ccccc3)cc12	-11	-2.9	-3	2	-7	.	7	0.2	11	9
COc1ccc(CC(=O)Nc2ccc3c(c2)OCO3)cc1S(=O)(=O)N1CCOCC1	-3	-0.2	-3	-3	-7	i	1	-0.3	22*	31
O=C(NCc1ccc(F)cc1)C(c1ccccc1)N(C(=O)c1csnn1)c1ccccc1 (centres undefined)	-2	0.2	-4	5	1	i	0	-0.7	-7	-4
O=C(N/N=C/c1cc(Br)c(Br)s1)c1ccncc1	-5	0.0	1	-14	-1	i	-2	-0.6	-4	-2
Cc1cc(NC(=O)CSc2nc(-c3cccs3)cc(C(F)(F)F)n2)no1	3	-0.8	-1	8	-1	i	4	-1.7	-3	-4
C/C(=N\Nc1ccc(F)cc1F)c1ccccc1O	-5	0.6	-3	-1	-5	i	8	-0.5	2	16
CCOC(=O)c1c(C)c(C(=O)N2CCc3ccccc3C2)c(C)n1CC	-4	0.0	1	5	1	i	3	0.1	-7	5
N#CCCN1CCN(Cc2cc(-c3ccccc3)ccc2O)CC1	-4	0.0	-2	0	-3	i	-1	-1.2	13	-2
C[C@@H](C(=O)NCc1ccco1)N1C(=O)N2CCc3c([nH]c4ccccc34)[C@@]2(C)C1=O	18	-0.2	-2	2	-3	i	-4	-1.1	5	-8
CC1CC(C)CN(c2oc(-c3ccccc3Cl)nc2C#N)C1 (centres undefined)	-3	-0.4	2	-3	-3	i	5	0.3	4	7
O=C(CS(=O)(=O)c1ccccc1)N1CCCCCC1	-7	-1.0	-2	-1	3	i	7	-0.4	-1	1
CC(C)(C)OC(=O)NC(CCCCNC=O)C(=O)O (centres undefined)	-8	-3.4	-5	-3	-1	i	0	-0.5	-10	-22
Cc1ccccc1OCC(=O)O/N=C(\N)Cc1cccs1	-5	0.4	-2	2	-2	i	0	-0.7	-16	1
